# Pf growth 96h – inhibits malaria parasite growth, 96 h; Potency, µM (highest dose often 28.7 µM), for the others: top-dose activity change, negative = inhibition, most hits filed as inhibitors; 320,000 compounds, 6.9% hits; AID 504834; P. falciparum luciferase reporter growth, 96 h
#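 Infected RBCs, 2% Hct / 0.05% parasitemia final; luciferase-reporter P. falciparum; cpd 96 h, 37 C, 5% CO2; luciferase detection reagent; luminescence.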
# LmPK inh – inhibitors of Leishmania mexicana pyruvate kinase | purified LmPK, Kinase-Glo ATP luminescence, 1 h | AID 1721 | 290,000 compounds, 0.37% hits | Potency, µM (series often up to 57.5 µM), for inactives: at the highest dose activity change, negative = inhibition, hits mostly inhibitors
# Target sequence (Q27686 whole entry, looked up): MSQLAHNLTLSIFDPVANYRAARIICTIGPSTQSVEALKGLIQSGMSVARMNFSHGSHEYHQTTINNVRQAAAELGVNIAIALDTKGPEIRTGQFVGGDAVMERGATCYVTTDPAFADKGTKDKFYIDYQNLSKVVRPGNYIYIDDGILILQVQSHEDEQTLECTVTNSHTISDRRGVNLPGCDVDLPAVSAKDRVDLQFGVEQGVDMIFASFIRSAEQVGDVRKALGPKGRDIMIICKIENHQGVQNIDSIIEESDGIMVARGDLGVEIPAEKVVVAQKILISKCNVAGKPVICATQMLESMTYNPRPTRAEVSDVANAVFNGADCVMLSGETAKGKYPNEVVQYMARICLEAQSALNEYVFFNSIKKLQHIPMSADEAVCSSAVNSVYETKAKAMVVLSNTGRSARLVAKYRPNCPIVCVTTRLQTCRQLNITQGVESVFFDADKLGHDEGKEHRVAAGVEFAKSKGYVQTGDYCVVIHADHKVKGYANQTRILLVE
#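 Purified LmPK (0.1 nM) with 0.5 mM PEP and 0.1 mM ADP in imidazole buffer pH 7.2 with MgCl2/KCl, 1 h at room temperature. ATP formed was read by luciferase luminescence and normalized to no-enzyme and uninhibited controls.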
# HCV inhibitor – blocks hepatitis C virus | Potency, µM (doses to about 41.8 µM), for the others: top-dose activity change, negative = inhibition, actives largely listed as inhibitors | 340,000 compounds, 3.4% hits | Huh7.5.1 HCVcc-Cre infection, luciferase reporter, 44 h
#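 Infectious HCV cell culture screen: compound-treated cells (1,000/well, pre-plated 4 h) are infected with HCVcc-Cre at roughly 0.5 moi and grown 44 h. Infection is quantified by luciferase signal after 15 min substrate incubation at room temperature.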
# Sm TGR block – inhibitors of Schistosoma mansoni thioredoxin glutathione reductase | Q962Y6 | purified TGR, DTNB reduction, TNB absorbance 405 nm | Potency, µM (top dose mostly 114 µM), for the others: at the highest dose activity change, negative = inhibition, usual class: inhibitors | 360,000 compounds, 3% hits; note: nearly all actives have a fitted effect of over 60% in size
#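 Kinetic colorimetric format: TGR-catalysed, NADPH-driven DTNB reduction monitored via TNB absorbance. Enzyme dispensed at 20 nM; compound exposure 15 min at room temperature before reaction start.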
# TbPYK inhibitor – T. brucei pyruvate kinase inhibition | Q57TT1 | TbPYK enzyme, Kinase-Glo Plus ATP luminescence, 45 min | Potency, µM (doses to about 76.8 µM), inactives show at the highest dose activity, negative = inhibition, hits mostly inhibitors | 410,000 compounds, 0.12% hits | AID 624173; note: nearly all actives have a fitted effect of over 50% in size
#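 TbPYK + substrate in 50 mM TEA pH 7.2, 100 mM KCl, 10 mM MgCl2, 0.05% BSA, 0.01% Tween-20; cpd pinned; ADP 130 uM final; 45 min RT; Kinase-Glo Plus 10 min; luminescence endpoint.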
# Pf growth 48h – inhibits P. falciparum growth in the first generation, 48 h; AID 504832; Potency, µM (highest dose often 28.7 µM), for the others: top-dose activity change, negative = inhibition, actives largely listed as inhibitors; 310,000 compounds, 5.9% hits; P. falciparum luciferase growth in erythrocytes, 48 h
#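 Read-out is firefly luciferase luminescence from an integrated reporter in P. falciparum, so falling signal marks reduced parasite growth. Infected erythrocytes were at 2% hematocrit and 0.1% parasitemia (final) in Albumax-supplemented RPMI 1640.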
# The depositor's hits bear a star; ? = inconclusive; . = no result given; & = joins results of further samples; [ ] = another dose, or the depositor's remark. Calls come from the whole dose curve; as a rule, active = well fitted curve in the direction sought with a large enough effect; inconclusive = small, poorly fitted or top-dose-only effect, or another doubt; inactive = no such curve, though single readings can be large; an effect the other way counts as inactive or inconclusive. % is set by controls: 0 for no effect and ±100 for the full control effect; potency is the fitted concentration of half-maximal effect. Rows were taken by chance; any-hit rate near 16%.
No.	Structure	Pf growth 96h	LmPK inh	HCV inhibitor
1	CCCCCCCCNC(=O)c1ccc(C)cc1	30%	5%	.
2	O=C(O)/C(=C\c1ccccc1OC(F)F)Sc1nnc(-c2ccc(F)cc2)o1	58%[activator]	2%	-7%
3	CC1CCN(C(=O)COc2ccc(Nc3ccccc3)cc2)CC1	-2%	-1%	-7%
4	Cc1ccc(-c2[nH]ncc2/C=N/n2c(C)nc3ccccc3c2=O)cc1	121%[activator]	0%	-6%
5	COc1cccc(C2=CC(=O)CC(C)(C)C2)c1	37%[activator]	.	?
6	COc1ccccc1-n1nc(C)c(-c2ccccc2)c1N	-20%	0%	-16%
7	O=C(NCc1ccco1)Nc1ccc(OC(F)(F)F)cc1	?	0%	-16%
8	Cc1cc(C)c(OCCN(C)C)c(Cl)c1	.	-1%	15%
9	CC1(C)NC(=O)N(CC(=O)OCC(=O)N2CCN(S(=O)(=O)c3ccccc3)CC2)C1=O	15%	.	-5%
10	O=S(=O)(c1ccccc1)c1nc(Nc2cccc(O)c2)sc1Cl	-29%	0%	?

No.	Sm TGR block	TbPYK inhibitor	Pf growth 48h
1	.	.	7%
2	-5%	2%	13%
3	-20%	-3%	-1%
4	-11%	-5%	48%
5	-15%	-7%	42%[activator]
6	44%[activator]	1%	5%
7	17%	-2%	?
8	10%	-7%	11%
9	1%	1%	-19%
10	?	-14%	2%

# In a second layout: entries from further up.
# The line under a structure holds: Pf growth 96h, LmPK inh, HCV inhibitor, Sm TGR block, TbPYK inhibitor, Pf growth 48h
[6] COc1ccccc1-n1nc(C)c(-c2ccccc2)c1N
→ -20%, 0%, -16%, 44%[activator], 1%, 5%
[2] O=C(O)/C(=C\c1ccccc1OC(F)F)Sc1nnc(-c2ccc(F)cc2)o1
→ 58%[activator], 2%, -7%, -5%, 2%, 13%
[7] O=C(NCc1ccco1)Nc1ccc(OC(F)(F)F)cc1
→ ?, 0%, -16%, 17%, -2%, ?
[8] Cc1cc(C)c(OCCN(C)C)c(Cl)c1
→ ., -1%, 15%, 10%, -7%, 11%
[1] CCCCCCCCNC(=O)c1ccc(C)cc1
→ 30%, 5%, ., ., ., 7%

# Following part
No.	Structure	Pf growth 96h	LmPK inh	HCV inhibitor
11	COc1ccc([C@H]2CC(=O)C=C(c3cc(C)ccc3F)C2)cc1	13%	.	-24%
12	COc1ccc(C2C(C#N)=C(N)Oc3cccc(O)c32)cc1 (configuration not stated)	-13%	9%	-7%
13	Cc1ccccc1CSCCNC(=O)CCSc1ccccc1	18%	3%	9%
14	COc1ccc(CCN2CC34C=CC(O3)C(C(=O)NCc3ccccc3Cl)C4C2=O)cc1OC (configuration not stated)	?	-2%	5%
15	O=C(/C=C/c1ccc([N+](=O)[O-])cc1)NCc1ccc2c(c1)OCO2	24%	4%	-23%
16	O=C(C1CC(=O)N(c2ccc3c(c2)OCCO3)C1)N1CCN(Cc2ccccc2F)CC1 (configuration not stated)	?	.	-10%
17	CC(C)(C)NC(=O)CN(C(=O)c1snc(C(=O)NC2CCCCC2)c1N)c1ccccc1F	6%	-3%	?
18	CN1CCN(S(=O)(=O)c2cccc(C(=O)NCCOc3ccccc3)c2)CC1	-1%	.	8%
19	Cc1cc(SCC(=O)NN)c2cc(Br)ccc2n1	?	7%	3%
20	Cc1cc(C)c(C)c(S(=O)(=O)NCc2ccco2)c1C	4%	-1%	.

No.	Sm TGR block	TbPYK inhibitor	Pf growth 48h
11	4%	1%	-27%
12	-33%	-2%	-12%
13	6%	6%	25%
14	0%	-2%	.
15	0%	2%	20%
16	1%	0%	-10%
17	7%	-4%	12µM*
18	9%	-10%	-2%
19	-11%	-1%	15µM*
20	-35%	.	-26%

# Following part.
No.	Structure	Pf growth 96h	LmPK inh	HCV inhibitor
21	Cc1nnc(SCC2=C(C(=O)O)N3C(=O)C(NC(=O)Cn4nc(C(F)F)c(Cl)c4C)C3SC2)s1 (configuration not stated)	34%[activator]	-1%	5%
22	COc1ccc(CCN2C(=O)CSC2=S)cc1OC	?	-1%	-1%
23	CSc1nc(N(C)C)nc(N(C)C#N)n1	112%[activator]	-12%	1%
24	CCNc1nc(Oc2c(Cl)cccc2Cl)cc(C(F)(F)F)n1	153%[activator]	3%	-28%
25	CCc1ccc(NC(=O)Cn2c(=O)c3cccn3c3ccccc32)cc1	?	-1%	2%
26	COc1cccc2c(SCC(=O)N/N=C/c3ccc(O)cc3O)cc(C)nc12	43%[activator]	0%	?
27	CCOC(=O)[C@@H]1CCNC[C@@H]1c1ccccc1	-1%	-2%	6%
28	NC(=O)Cn1c(=O)n(-c2ccccc2)c(=O)c2oc3ccccc3c21	17%	4%[11.5 µM]	0%
29	O=C(O)CCCC(=O)Nc1cccc(C(=O)Nc2ccccc2C(=O)O)c1	13%	-9%	20%
30	c1ccc(Cn2ccnc2SCc2nnc(-c3ccccc3)o2)cc1	-30%	-3%	?

No.	Sm TGR block	TbPYK inhibitor	Pf growth 48h
21	13µM*	-15%	-9%
22	7%	-1%	-8%
23	-14%	-1%	4%
24	?	0%	?
25	?	6%&3%	-12%
26	5%	1%	?
27	0%	-1%	-13%
28	12%	1%	-13%
29	2%	-1%	2%
30	-1%	-2%	-24%

# Copied from the list.
# compound 27 in Sm TGR block has 0%
# compound 6 in Pf growth 48h has 5%
# compound 10 in TbPYK inhibitor has -14%
# compound 4 in Sm TGR block has -11%
# compound 9 in Pf growth 48h has -19%
# compound 7 in HCV inhibitor has -16%

# Following part
No.	Structure	Pf growth 96h	LmPK inh	HCV inhibitor
31	C/C(=N\NC(=S)Nc1ccccc1)C1Cc2ccccc2C(=O)O1 (configuration not stated)	?	-1%	2%
32	O=C1Nc2cc(C(=O)N3CCC(N4CCCCC4)CC3)ccc2S/C1=C\c1ccccc1	?	6%	?
33	Brc1cccc(-c2n[nH]c(-c3ccccc3)n2)c1	.	-11%	?
34	O=C(CCNC(=O)c1ccccc1)Oc1ccc([N+](=O)[O-])cc1	16%	0%	9%
35	Cc1nn(CC(C)C)c(Cl)c1C(=O)N(C)CC(=O)Nc1c(Cl)cccc1Cl	-12%	-3%	-3%
36	COc1ccccc1C(=O)NC(CCSC)C(=O)OC(C)C(N)=O (configuration not stated)	-6%	-4%	2%
37	CC#CCN1c2ccccc2[C@]23C[C@@H](C(=O)OC)N=C2NC(C(=O)OC)=C(C(=O)OC)[C@H]13	0%	-2%[11.5 µM]	19%
38	Cc1onc(C(=O)Nc2ccc(OC(F)(F)F)cc2)c1[N+](=O)[O-]	?	-1%	-20%
39	CCc1ccc(C(CNC(=O)c2ccc3c(=O)n(-c4ccccc4F)c(=S)[nH]c3c2)N(C)C)cc1 (configuration not stated)	?	2%	5µM*
40	Cc1cc(C)cc(OCC(=O)OCC(=O)c2ccc3c(c2)NC(=O)CO3)c1	4%	3%	0%

No.	Sm TGR block	TbPYK inhibitor	Pf growth 48h
31	-20%	-20%	10µM*
32	-12%	1%	?
33	10%	1%	236%[activator]
34	-35%	6%	20%
35	1%	-1%	1%
36	5%	-1%	16%
37	4%	4%	-3%
38	-10%	1%	6%
39	-6%	-1%	13µM*
40	-10%	-2%	.

# The listing continues.
No.	Structure	Pf growth 96h	LmPK inh	HCV inhibitor
41	COc1ccc(CC(NC(C)=O)C(=O)NC2CCN(C(=O)C3CCCCC3)CC2)cc1OC (configuration not stated)	30%	-4%	5%
42	C(=N\N(Cc1ccccc1)c1ccccc1)/c1cccnc1	10%	1%	-9%
43	Cc1ccc(-n2sc3ccccc3c2=O)cc1	-19%	20µM*	?
44	Cc1noc(C)c1COc1ccc(C(=O)N2CCN(c3cccc(Cl)c3)CC2)cc1	15%	.	-13%
45	CCOC(=O)C1=C(N)n2c(s/c(=C\c3ccco3)c2=O)=C(C(=O)OC(C)C)C1c1ccco1 (configuration not stated)	?	-1%	?
46	CCOc1cc(/C=N/N=C2/NC(=O)C(CC(=O)O)S2)ccc1OCc1ccc(Cl)cc1 (configuration not stated)	23%	13µM*	4%
47	Cc1cccc(CSc2nc3c(c(=O)[nH]2)CCCC3)c1	?	0%	0%
48	O=[N+]([O-])c1ccccc1S(=O)(=O)N(CC(O)CN1CCCCC1)c1ccccc1 (configuration not stated)	23%	-1%	-4%
49	Cc1ccnc(NS(=O)(=O)c2ccc(NC(=O)CCOc3ccccc3)cc2)n1	8%	5%	.
50	COc1ccccc1N1CCN(C(=O)Cn2nnc(-c3cccs3)n2)CC1	4%	6%	-9%

No.	Sm TGR block	TbPYK inhibitor	Pf growth 48h
41	-3%	2%	7%
42	10%	3%	13µM*
43	?	7.9µM*	4.1µM*
44	-1%	-4%	?
45	1%	-5%	2.9µM*
46	9%	?	82%[activator]
47	0%	3%	-11%
48	0%	7%	4%
49	-4%	8%	5%
50	0%	-19%	-5%

# Further entries follow:
No.	Structure	Pf growth 96h	LmPK inh	HCV inhibitor
51	COc1ccc(CN2C3CCCC2CC(NC(=O)c2cccc(F)c2)C3)cc1 (configuration not stated)	-95%	-8%	12%
52	O=C(CCc1nnc2ccc(N3CCC4(CC3)OCCO4)nn12)N1CCCCC1	-30%	6%	3%
53	O=C(NCN1C(=O)C2C3C=CC(C3)C2C1=O)Nc1cccnc1 (configuration not stated)	54%[activator]	3%	25%
54	CC(C(N)=O)N1C(=O)NC2(CCCc3ccccc32)C1=O (configuration not stated)	23%	5%	5%
55	CCOc1ccc(-n2cnnn2)cc1S(=O)(=O)NC1CC1	-23%	-1%	10%

No.	Sm TGR block	TbPYK inhibitor	Pf growth 48h
51	8%	4%	?
52	-2%	0%	5%
53	2%	0%	.
54	8%	2%	12%
55	-1%	-3%	.

# Screening data from PubChem BioAssay.
